Screens (PubChem)
N370S GC = N370S glucocerebrosidase modulation, Gaucher chaperone candidate. P04062. AID 2101. N370S GC spleen homogenate, 4MU-glucoside fluorescence. 330,000 tested, 0.092% active. Potency, µM (titrated, usually from 59.4 µM), inactives show top-dose activity change, negative = inhibition, usual class: inhibitors;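 further: 0% = full enzyme activity and -100% = no enzyme basal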
FEN1 inh = human FEN1 inhibition; P39748; Recombinant FEN1 flap cleavage, fluorescence, 15 min; Potency, µM (series often up to 114 µM), without a hit: at the highest dose activity change, negative = inhibition, most hits filed as inhibitors; 390,000 tested, 0.35% active; AID 588795; further: nearly all actives have a fitted effect of over 65% in size
Target sequence (P39748 whole entry, looked up): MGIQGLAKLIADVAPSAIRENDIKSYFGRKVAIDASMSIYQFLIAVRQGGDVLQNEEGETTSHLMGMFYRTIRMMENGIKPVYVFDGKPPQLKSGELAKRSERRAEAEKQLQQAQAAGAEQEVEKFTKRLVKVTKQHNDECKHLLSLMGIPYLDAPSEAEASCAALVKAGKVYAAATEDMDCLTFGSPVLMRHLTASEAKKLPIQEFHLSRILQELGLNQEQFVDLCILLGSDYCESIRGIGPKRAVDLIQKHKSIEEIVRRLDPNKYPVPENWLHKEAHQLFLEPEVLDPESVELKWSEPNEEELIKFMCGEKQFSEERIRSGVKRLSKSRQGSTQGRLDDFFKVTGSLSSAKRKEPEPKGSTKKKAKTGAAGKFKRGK
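Read-out was taken twice, immediately and after 15 min, following addition of 50 nM substrate to 10 nM FEN1 that had sat with test compound for 15 min at room temperature. Curves came from a four-parameter Hill model.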
KAT2A inh = GCN5L2 (KAT2A) acetyltransferase inhibition | GCN5L2 HAT assay, ThioGlo1 CoA-SH fluorescence | AID 504327 | 390,000 tested, 0.21% active | Q92830 | Potency, µM (doses to about 58.9 µM), for the others: at the top dose activity change, negative = inhibition, most hits filed as inhibitors
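Compounds, pin-transferred from DMSO stocks, meet 20nM GCN5L2 for 15 min before the reaction begins with H3(1-25) peptide (75uM) and acetyl-CoA (70uM). Thiol-reactive ThioGlo1 reports CoA release over 20 min at room temperature.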
Starred values were filed as active, the others as inactive; u = inconclusive; x = no result given; & = joins results of further samples. The call rests on the fitted dose curve; in most records, active means well fitted curve in the direction sought with a large enough effect; inconclusive means small, poorly fitted or top-dose-only effect, or another doubt; inactive means no such curve, though single readings can be large; an effect the other way counts as inactive or inconclusive. Unless noted, on the % scale 0 is the no-effect control and ±100 the full control effect; potency means the concentration at half of the fitted maximal effect.

Compound,N370S GC,FEN1 inh,KAT2A inh
CSc1nc(N)c2ncn([C@@H]3O[C@H](COP(=O)(O)OP(=O)(O)OP(=O)(O)O)[C@@H](O)[C@H]3O)c2n1,3%,x,-4%&-6%
Cc1nc2nc(SCC(=O)c3ccc([N+](=O)[O-])cc3)[nH]c2cc1Br,3%,3%,0%
O=C(Cn1cc(SCc2cccc(F)c2)c2ccccc21)N1CCOCC1,x,-22%,-16%
COc1cc2ccccc2cc1C(=O)N1CCN(C)CC1,8%,-1%,3%
CCCS(=O)(=O)c1c(S(=O)(=O)CCC)c2cnccn2c1C(=O)c1ccc(Cl)cc1,-19%,-10%,-10%
O=C1NC(=Nc2cccc([N+](=O)[O-])c2)SC1(CO)CO,-1%,0%,-7%
Cc1noc(C)c1N=Nc1ccccc1C(=O)O,-7%,28%,-4%
CC(C)(C)OC(=O)N1O[C@H]2C[C@@H]1[C@@H]1[C@@H]2N=NN1C12CC3CC(CC(C3)C1)C2,x,-3%,-3%
COc1ccccc1C(=O)N(NC(=O)Oc1ccccc1)C(C)(C)C,1%,5%,-10%
COc1ccc(NC(=S)N2CCC(N(C)CC3CCCO3)CC2)cc1 (centres undefined),0%,6%,-4%
CCCN(C(=O)c1nn(-c2ccc(C)cc2)c(=O)c2c1c1ccccc1n2C)c1ccccc1C,x,15%,-4%
CCOC(=O)c1c(NC(=O)CSc2cn(CCNC(=O)c3ccccc3F)c3ccccc23)sc2c1CCCC2,x,-3%,-5%
COC(=O)c1cc(NS(=O)(=O)c2ccc(N3CCC(C)CC3)c([N+](=O)[O-])c2)cc(C(=O)OC)c1,5%,-10%,-12%
COc1ccccc1C(=O)Nc1ccc(CN2CCCCC2)cc1,6%,5%,-3%
CC(=O)Oc1c(I)cc(I)cc1C(=O)Nc1ccc(Cl)cc1,-3%,-13%,-15%
COc1cccc(Cn2cccc(NC(=O)NCc3ccccc3)c2=O)c1,-1%,17%,-10%
Cc1cc(OCC(=O)N2CCOCC2)c(C(C)C)cc1Cl,3%,-7%,-2%
CCCOC1OC(=O)c2c1ccc(OC)c2OC (centres undefined),1%,10%,3%
CC(NC(=O)COC(=O)CCC(=O)c1ccc(Cl)cc1)c1ccccc1 (centres undefined),x,-6%,-5%
CC(=O)Nc1ccc(C(=O)CSc2ncn(-c3ccccc3)n2)cc1,4%,-10%,-1%
COc1cc(C(=O)Nc2ccc3c(c2)ncn3C(C)(C)C)cc(OC)c1OC,-9%,16%,-16%
CC(C)C(=O)N=c1sc2cccc(F)c2n1C,10%,13%,-6%
CCOc1ccc(NC(=O)N(Cc2ccc(CC)cc2)Cc2cn[nH]c2-c2ccc(OC)cc2)cc1,x,-2%,0%
COc1ccc(N/C=C\C(=O)c2ccc(Br)cc2)cc1OC,-1%,6%,0%
OC1CCCN(C(=S)Nc2ccc(SC(F)F)cc2)C1 (centres undefined),-2%,-9%,-8%
COc1ccccc1-c1cc(C(F)(F)F)nc(S(=O)(=O)CCCC(=O)N2CCOCC2)n1,-6%,-2%,2%
COc1ccc(C2C(C(=O)NCC3CCCO3)c3cc(OC)c(OC)cc3C(=O)N2C)cc1OC (centres undefined),6%,-13%,-17%
CCCC[C@@H]1C=C(C(=O)O)[C@H](c2ccc(Cl)c(Cl)c2)N1S(=O)(=O)c1ccc(C)cc1,x,-12%,u
Cc1ccc(-c2n[nH]c3c2CCC3)cc1,12%,-1%,-6%
CCCC(c1nnnn1CC(=O)OCC)N(Cc1cc2c(C)cc(C)cc2[nH]c1=O)C1CCCC1 (centres undefined),11%,-8%,-7%

Arranged by value in N370S GC (high to low): some entries from above.
canonical_smiles	N370S GC
COc1ccccc1C(=O)N(NC(=O)Oc1ccccc1)C(C)(C)C	1%
COc1ccc(N/C=C\C(=O)c2ccc(Br)cc2)cc1OC	-1%
COc1ccccc1-c1cc(C(F)(F)F)nc(S(=O)(=O)CCCC(=O)N2CCOCC2)n1	-6%

The list continues:
Compound,N370S GC,FEN1 inh,KAT2A inh
CN(C)CCN(C(=O)c1ccc(C(=O)c2ccccc2)cc1)c1nc2cc3c(cc2s1)OCCO3,u,8%,-2%
CCCn1c(SCC(=O)N2CCCc3ccccc32)nnc1-c1ccccn1,5%,0%,-7%
CC(C)N1C(=O)C2C(C(=O)NC3CCCCC3)C3C=CC2(O3)C1C(=O)NC1CCCC1 (centres undefined),-2%,-5%,3%
CCCCc1nc(N2CCOCC2)c(C#N)c2c1COC(C)(C)C2,10%,-14%,-2%
O=C(OC1CCS(=O)(=O)c2sccc21)c1ccccc1 (centres undefined),9%,-1%,0%
O=C(CSCc1cnn(-c2ccccc2)c1-n1cccc1)NCc1ccccc1Br,x,30%,-9%
CCCCOC(=O)c1ccc(NC(=O)c2ccc3c(c2)CCN3S(C)(=O)=O)cc1,x,15%,-3%
CN1CCN(C2Cc3ccccc3Sc3ccc(S)cc32)CC1 (centres undefined),13µM*,x,12%
COc1cccc(/C(O)=C/c2nc3ccc(C(=O)NCCc4cccc(C)c4)cc3[nH]c2=O)c1,-14%,-1%,-5%
Cc1cc(O)c(C(C)C)cc1C1(c2cc(C(C)C)c(O)cc2C)OC(=O)c2ccccc21,u,0%,-10%
Cc1noc(C)c1COc1ccc(C(=O)N2CCN(S(=O)(=O)c3ccccc3)CC2)cc1,x,-10%,-6%
COc1ccc2[nH]c3c(c2c1)CCN1C(=O)C(CC(=O)NCCc2ccccn2)C[C@H](C(=O)N2CCCCC2)[C@@]31C (some centres undefined),x,-4%,-4%
[O-][n+]1onc2c1CCc1c-2nn(-c2ccccc2Cl)[n+]1[O-],-19%,-14%,-5%
CC1(c2ccccc2Cl)NC(=O)N(CC(=O)Nc2ccccc2OC(F)F)C1=O (centres undefined),-4%,-3%,-1%
Cc1nnc(NC(=O)c2ccc3ccccc3c2)s1,0%,-9%,-10%
CCc1ccc(O)c(-c2cc(C(=O)Nc3cccnc3)[nH]n2)c1,-22%,8%,-20%
COc1ccc2[nH]c3c(c2c1)CCn1c-3nc2ccccc2c1=O,-6%,-14%,-10%
COC(=O)c1cc(NC(=O)c2ccc(-c3ccccc3)cc2)ccc1Cl,-25%,3%,-2%
Cc1ccc(-c2nn(CC(=O)NCc3ccccc3)c3c2cnc2ccc(F)cc23)cc1C,x,8%,2%
O=C(Nc1cccc(Cl)c1)N1Cc2ccccc2Oc2ncccc21,x,5%,-6%
CSc1cccc(NC(=O)CCS(=O)(=O)c2cccc3nonc23)c1,1%,-2%,-3%
CN(C(=O)C1CCCO1)c1nnc(-c2ccncc2)s1 (centres undefined),1%,4%,-2%
CN(C)S(=O)(=O)c1cc(C(=O)Nc2ccn(C)n2)c(Cl)cc1Cl,x,-13%,1%
Cc1ccc2oc(C(=O)N3CCC(O)(c4cccc(C(F)(F)F)c4)CC3)c(C)c2c1,-19%,-20%,-30%
CC(=O)c1cc(NC(=O)c2cccc(C(F)(F)F)c2)c(=O)oc1C,-23%,-9%,4%
COCCNC(=O)c1sc2ncccc2c1-n1c(C)ccc1C,x,1%,1%
COc1ccc(-c2nnc(SCC(=O)c3cccs3)o2)c(OC)c1,7%,2%,-6%
CCCCN=CC1=C(O)C(C(=O)OC)C(C)(C)CC1=O (centres undefined),-4%,-3%,-5%
Cc1occc1C(=O)NCc1ccco1,3%,3%,-7%
O=C(Nc1ccc(O)cc1)c1ccc(NC(=O)c2ccco2)cc1,0%,-1%,-11%

Looked up by structure from above (two):
Compound,N370S GC,FEN1 inh,KAT2A inh
CCCCOC(=O)c1ccc(NC(=O)c2ccc3c(c2)CCN3S(C)(=O)=O)cc1,x,15%,-3%
CCc1ccc(O)c(-c2cc(C(=O)Nc3cccnc3)[nH]n2)c1,-22%,8%,-20%

The list continues.
Compound,N370S GC,FEN1 inh,KAT2A inh
CC1CC(C)CN(C(=O)Nc2ccccc2F)C1 (centres undefined),5%,18%,0%
O=C(c1ccco1)N1CCN(Cc2cccc([N+](=O)[O-])c2)CC1,7%,-16%,-7%
CCC(=O)Nc1nc2ccccc2n1CCN(CC)CC,8%,-4%,-16%
O=C(NCc1ccccc1)C1CCCN(C(=O)NCc2ccccc2)C1 (centres undefined),1%,-6%,1%
C/C(=N\NC(=O)c1ccc(Cl)cc1)c1cccs1,9%,0%,-10%
C/C(CC(=O)NCCCN1CCOCC1)=N\NC(=O)COc1ccc(C)cc1,-9%,-19%,2%
CCOCCn1ccc2c(OCC(=O)NCc3ccccc3)cccc2c1=O,-1%,3%,0%
CCCCN(CC)C(=O)CSc1nc2n[nH]c(C)c2c(=N)n1-c1cccc(Cl)c1,x,-3%,1%
Cn1c(CC(=O)NNC(=O)c2ccc(F)cc2F)nc2ccccc21,x,-3%,-1%
COc1ccc2c(CC(=O)NCC3CCC(C(=O)O)CC3)cc(=O)oc2c1 (centres undefined),1%,-1%,-2%
Cc1cc(SCC(=O)NCCN2C(=O)CSC2=O)nc2c(C)cccc12,9%,-3%,-6%
CCn1c(SC(C)C(=O)Nc2ccc(N3CCOCC3)cc2)nnc1C1CC1 (centres undefined),x,3%,-2%
Cc1cc(C)n(CCNc2nc3nonc3nc2N2CCCCC2)n1,0%,13%,1%
CCS(=O)(=O)N1CCC(c2nc(-c3ccc(C(F)(F)F)cc3)no2)CC1,9%,2%,-7%
O=C(Cc1cccc(Cl)c1)Nc1ccc(Br)cc1,5%,8%,-6%
O=S(=O)(NCc1csc(-c2cccs2)n1)c1cccc(C(F)(F)F)c1,-4%,-20%,-16%
CC(=O)Nc1ccc([N+](=O)[O-])c(CS(=O)(=O)c2ccc(C)cc2)c1[N+](=O)[O-],-6%,7%,-3%
CC(=O)C1CCC2C3CCC4=CC(=O)CC[C@]4(C)[C@@]3(F)C(O)C[C@]12C (some centres undefined),3%,-5%,-1%
Cc1cccc(NC(=O)C(c2ccccc2)N2Cc3ccccc3C2=O)c1C (centres undefined),x,-16%,-2%
O=S(=O)(Nc1cc(S(=O)(=O)N2CCCC2)ccc1O)c1ccc(Cl)s1,-5%,8%,-2%
CCOC(=O)c1sc(NC(=O)CSc2ncccn2)c(C#N)c1C,9%,-1%,-6%
CN1CCC(N(C)C(=S)NC(=O)C23CC4CC(CC(C4)C2)C3)CC1,-1%,-2%,-2%
Cc1cc(C(=O)N2CCCC2)n[nH]1,-1%,-3%,-18%
COc1ccc(C(=O)c2sc(Nc3ccccc3F)nc2N)cc1,-2%,u,u
COc1ccc(C2=Nc3ccc(Br)cc3C(c3ccccc3)N2CC(=O)NN)cc1 (centres undefined),-19%,-1%,1%
NC(=O)c1cc(S(=O)(=O)NCC2CCC(C(=O)Nc3cccc(Cl)c3)CC2)cs1 (centres undefined),x,-4%,1%
Cc1ccc(C)c(CN2CCCN(Cc3ccccc3C)S2(=O)=O)c1,x,-10%,-7%
NS(=O)(=O)c1ccc(NC(=O)CSc2nc3c(cnn3-c3ccccn3)c(=O)[nH]2)cc1,-13%,-10%,3%
COc1ccccc1C1C=C(c2ccc(F)cc2)Nc2nc(-c3ccc(Cl)cc3)nn21 (centres undefined),x,15%,-5%
CCOC(=O)c1c(-c2ccccc2)oc2cc(Br)c(O)c(C=O)c12,-10%,-27%,-25%
COc1ccc(NC(=O)Nc2ccc3c(c2)C(=O)N([C@@H](C)CO)C[C@@H](C)[C@@H](CN(C)S(=O)(=O)c2cn(C)cn2)O3)cc1,x,1%,2%
CC1CCCCC12NC(=O)N(CC(=O)NCCc1ccc(S(N)(=O)=O)cc1)C2=O (centres undefined),x,-10%,-3%
C=CCn1c(SCc2ccc(C(=O)OC)cc2)nnc1-c1sc(N)nc1C,19%,-3%,-4%
CCN(CC)c1cc2c(cc1F)c(=O)c(S(=O)(=O)c1cccc(C)c1)cn2C,x,2%,-6%
CCCCN(Cc1nc2ccccc2c(=O)[nH]1)C(=O)c1nn(C)c(=O)c2ccccc12,-1%,6%,3%
Cc1cc(NC(=O)CSc2nc(CCC3CCCC3)nc3ccccc23)no1,u,-3%,3%
O=C(/C=C/c1ccccc1)NCCN1CCOCC1,8%,1%,-4%
O=C(c1ccccc1NS(=O)(=O)c1cccc2cccnc12)N1CCOCC1,-4%,14%,-8%
c1ccc2c(-c3cc(C4CCNCC4)[nH]n3)cccc2c1,-9%,7%,1%
CCCC(C)NCC(=O)Nc1ccccc1-c1ccccc1 (centres undefined),-4%,0%,4%

4 compounds already listed, ordered by heavy-atom count, low to high.
Compound,N370S GC,FEN1 inh,KAT2A inh
O=C(/C=C/c1ccccc1)NCCN1CCOCC1,8%,1%,-4%
CCCC(C)NCC(=O)Nc1ccccc1-c1ccccc1 (centres undefined),-4%,0%,4%
C=CCn1c(SCc2ccc(C(=O)OC)cc2)nnc1-c1sc(N)nc1C,19%,-3%,-4%
O=C(c1ccccc1NS(=O)(=O)c1cccc2cccnc12)N1CCOCC1,-4%,14%,-8%
